PfGluPho inh: PfG6PD (Plasmodium falciparum) enzyme inhibition. PfGluPho enzyme, NADPH resazurin-diaphorase fluorescence. inhibition, % at 20 µM. 350,000 compounds, 0.78% hits;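 active = inhibition reaching at least a set limit at 20 µM in the primary screen, cut at about 59% in these data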;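 also: 0% = DMSO wells with substrate and 100% = DMSO wells lacking glucose-6-phosphate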
HKDC1 inh: blocks human hexokinase HKDC1 activity. AID 493160. Q2TB90. inhibition, % at 20 µM. recombinant HKDC1, G6PDH/diaphorase resazurin coupled fluorescence. 340,000 compounds, 0.16% hits;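 active = inhibition above about 35% when tested at 20 µM, limit read from the data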;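 also: plate controls were DMSO wells with enzyme for no effect and DMSO wells lacking enzyme for full effect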
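Incubation: 90 min at room temperature in dark / Material: recombinant HKDC1 (HK5) hexokinase enzyme, produced in-house / Quantity: enzyme 5 µg/mL final / Compound: one dose of 20 µM, 1% DMSO / Reagent: glucose and ATP substrates / Buffer or medium: Tris pH 8.0 buffer with MgCl2, Tween-20, BSA, BME / Technique: resorufin fluorescence at 613 nm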
Apaf-1 inh: human Apaf-1 inhibition; O14727; reconstituted apoptosome caspase-3 activity, DEVD-Rh110 fluorescence; inhibition, % at 20 µM; 330,000 compounds, 0.71% hits; active = inhibition of at least 40% at 20 µM;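 also: plate controls were DMSO wells for no effect and DEVD-CHO caspase inhibitor wells for full effect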
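Material: reconstituted apoptosome with Apaf-1, cytochrome c, caspase-9, procaspase-3, dATP / Buffer or medium: pH 7.5 Hepes buffer with CHAPS, BSA, DTT / Also added: cytochrome c with DEVD-Rh110 / Schedule: compound with Apaf-1, dATP, procaspase-3 30 min, then 50 min reaction, room temperature / Technique: rhodamine 110 fluorescence at Ex 480/Em 540 nm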
SENP7 block: SENP7 protease inhibition | Q9BQF6 | recombinant SENP7, Z-RLRGG-aminoluciferin luminescence, 40 min | inhibition, % at 5 µM | 330,000 compounds, 1.5% hits | AID 434973;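 active = inhibition above about 50% at the single test dose, limit read from the data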;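 also: plate controls were DMSO with enzyme for no effect and no enzyme buffer wells for full effect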
Target sequence (Q9BQF6 706-1050 limits assumed): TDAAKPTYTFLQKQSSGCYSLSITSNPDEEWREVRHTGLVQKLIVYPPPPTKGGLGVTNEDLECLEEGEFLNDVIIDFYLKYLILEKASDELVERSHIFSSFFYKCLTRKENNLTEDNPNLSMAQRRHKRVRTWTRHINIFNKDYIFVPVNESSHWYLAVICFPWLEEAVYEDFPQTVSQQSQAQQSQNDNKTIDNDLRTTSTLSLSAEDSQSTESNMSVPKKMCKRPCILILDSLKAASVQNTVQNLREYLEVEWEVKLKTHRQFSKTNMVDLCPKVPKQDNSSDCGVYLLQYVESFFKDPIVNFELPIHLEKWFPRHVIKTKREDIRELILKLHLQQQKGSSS
SENP6 inh: blocks the human protease SENP6 | inhibition, % at 10 µM | 330,000 compounds, 1.8% hits | Q9GZR1 | AID 2599 | Recombinant SENP6 catalytic domain, aminoluciferin luminescence;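 active = inhibition above about 50% at the single tested dose, limit read from the data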;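 also: plate controls were DMSO wells with enzyme for no effect and DMSO wells lacking enzyme for full effect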
SENP1 FRET inh: SENP1 (human) catalytic domain inhibition | inhibition, % at 10 µM | 360,000 compounds, 0.21% hits | Q9P0U3 | recombinant SENP1 catalytic domain, CyPet-SUMO1-YPet FRET cleavage;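 active = inhibition at least 30% at 10 µM, raw YFP signal under a set limit, fluorescence ratio 0.5 to 1.5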;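 also: 0% = enzyme with DMSO and 100% = no enzyme wells; some results filed as inactive read as strong as hits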
Target sequence (Q9P0U3 419-644 limits assumed): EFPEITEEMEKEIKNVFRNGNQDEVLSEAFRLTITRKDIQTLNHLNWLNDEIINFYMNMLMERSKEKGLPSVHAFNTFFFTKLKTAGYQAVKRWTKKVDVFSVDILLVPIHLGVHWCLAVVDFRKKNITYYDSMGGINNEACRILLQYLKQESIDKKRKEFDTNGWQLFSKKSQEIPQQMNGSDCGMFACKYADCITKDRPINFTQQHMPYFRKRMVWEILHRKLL
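Controls: no-enzyme wells low, DMSO-plus-enzyme wells high control. Test system: human recombinant His6-tagged SENP1 catalytic domain enzyme. Reagent: SFCypet-SUMO1-SFYpet FRET protein substrate, 25 nM final. Doses: one dose per compound, 10 µM, 0.5% DMSO. Detection: FRET, CFP and YFP emission. Timing: 50 min reaction at room temperature.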
SENP8 block-1: inhibitors of human SENP8 protease; purified SENP8, Z-RLRGG-aminoluciferin cleavage, luminescence; Q96LD8; 330,000 compounds, 1.2% hits; AID 2540; inhibition, % at 10 µM; in the data active = inhibition above about 50%
Target sequence (Q96LD8 whole entry, looked up): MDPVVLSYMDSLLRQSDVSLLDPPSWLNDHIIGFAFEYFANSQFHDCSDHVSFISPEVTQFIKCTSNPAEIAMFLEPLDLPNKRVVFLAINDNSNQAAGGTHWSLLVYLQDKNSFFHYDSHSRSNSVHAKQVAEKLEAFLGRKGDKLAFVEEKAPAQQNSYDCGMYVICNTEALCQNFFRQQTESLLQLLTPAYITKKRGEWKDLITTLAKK
SENP8 block-2: inhibitors of human SENP8 protease. Q96LD8. recombinant SENP8, Nedd8 substrate fluorescence. inhibition, % at 20 µM. 360,000 compounds, 0.64% hits. AID 602440; in the data active = inhibition mostly above about 40%, no sharp cut-off; inactive = mostly below about 27%
Active calls of the source: *; x = no result given; & = joins results of further samples. This is a random part of the collection; any-hit rate near 3.6%.

Every second line gives: PfGluPho inh	HKDC1 inh	Apaf-1 inh	SENP7 block	SENP6 inh	SENP1 FRET inh	SENP8 block-1	SENP8 block-2
CC1CN(C(=O)c2cc3cc(F)ccc3[nH]2)CC(C)O1 (stereo not drawn)
→ 17	-6	-2	0	-7	-1	-3	-20
Cc1[nH]c2ccccc2c1-c1nc(-c2ccc(Cl)cc2)nnc1-c1ccccc1
→ x	x	10	-5	-18	x	-6	x
C=CCNC(=O)CN(Cc1ccccc1)S(=O)(=O)c1ccccc1
→ 0	-2	-13	-2	9	0	2	10
Cc1cccc(C)c1OCc1nnc(SCC(=O)Nc2nccs2)n1-c1ccccc1
→ -9	11	4	5	-6	0	-3	4
C=CCN(c1ccccc1C(=O)O)S(=O)(=O)c1ccc(C)cc1
→ -15	-9	-8	-1	-4	2	10	9
O=c1onc(-c2ccc(Cl)cc2)n1Cc1ccc(F)cc1
→ 9	-8	0	4	-16	0	-6	10
Cc1cccc(OCC(=O)NC(Cc2c[nH]c3ccccc23)C(=O)O)c1C (stereo not drawn)
→ -6	-6	4	16	-24	-15	-1	-23
CCOc1ccc(S(=O)(=O)Nc2ccn(C)n2)cc1
→ 0	-2	-13	-10	-11	0	1	17
COCc1c(C(=O)N2CCN(Cc3ccc4c(c3)OCO4)CC2)oc2ccccc12
→ -7	-7	-1	7	2	-1	-5	11
COc1ccccc1OCCNC(=O)C1CC(=O)N(Cc2ccccc2)C1 (stereo not drawn)
→ -2	1	6	7	-3	-1	-3	-2
O=C(O)c1ccc(C=NN=C2c3ccccc3-c3ccccc32)cc1
→ 14	-5	x	x	x	2	x	19
COc1ccc(/C=C/C(=O)NCC(=O)N/N=C(/C)c2ccc(Cl)cc2)cc1
→ -9	-3	8	8	-26	2	0	13
COCc1[nH]nc2c1C(c1ccc(OC)c(OC)c1)C(C#N)=C(N)O2 (stereo not drawn)
→ -7	-1	0	5	6	0	4	0
O=C(c1ccccc1NS(=O)(=O)c1ccc(Br)s1)N1CCCC1
→ -13	-2	-1	10	-5	-1	-7	9
CCc1ccc(OCC(=O)Nc2ccncc2)c(Br)c1
→ -21	-7	5	-1	19	5	-14	13
COC(=O)c1cccc(NC(=O)c2ccc3c(c2)C(=O)N(C(C)(C)C)C3=O)c1
→ -7	1	-4	2	9	0	1	6
Cc1ccc2oc(=O)c3cc(C(=O)NCCN4CCc5ccccc5C4)sc3c2c1
→ -4	2	31	6	3	-11	-1	-205
COc1cc2c(cc1OC)C(C(=O)Nc1ccc3c(c1)OCCO3)C1c3ccccc3CCN1C2=O (stereo not drawn)
→ 24	-4	6	9	10	0	0	-54
CN1/C(=C\C(=O)c2cccnc2)Sc2ccccc21
→ 26	-6	0	8	13	-120	1	-239
CCN(CC)CC#CCC1(O)c2ccccc2-c2ccccc21
→ -1	7	2	-3	-30	1	2	10

Some of the entries so far, as tab-separated lines.
smiles	PfGluPho inh	HKDC1 inh	Apaf-1 inh	SENP7 block	SENP6 inh	SENP1 FRET inh	SENP8 block-1	SENP8 block-2
COCc1c(C(=O)N2CCN(Cc3ccc4c(c3)OCO4)CC2)oc2ccccc12	-7	-7	-1	7	2	-1	-5	11
COc1ccccc1OCCNC(=O)C1CC(=O)N(Cc2ccccc2)C1 (stereo not drawn)	-2	1	6	7	-3	-1	-3	-2
O=C(O)c1ccc(C=NN=C2c3ccccc3-c3ccccc32)cc1	14	-5	x	x	x	2	x	19
COc1ccc(/C=C/C(=O)NCC(=O)N/N=C(/C)c2ccc(Cl)cc2)cc1	-9	-3	8	8	-26	2	0	13
COCc1[nH]nc2c1C(c1ccc(OC)c(OC)c1)C(C#N)=C(N)O2 (stereo not drawn)	-7	-1	0	5	6	0	4	0
O=C(c1ccccc1NS(=O)(=O)c1ccc(Br)s1)N1CCCC1	-13	-2	-1	10	-5	-1	-7	9
CCc1ccc(OCC(=O)Nc2ccncc2)c(Br)c1	-21	-7	5	-1	19	5	-14	13
COC(=O)c1cccc(NC(=O)c2ccc3c(c2)C(=O)N(C(C)(C)C)C3=O)c1	-7	1	-4	2	9	0	1	6
Cc1ccc2oc(=O)c3cc(C(=O)NCCN4CCc5ccccc5C4)sc3c2c1	-4	2	31	6	3	-11	-1	-205
COc1cc2c(cc1OC)C(C(=O)Nc1ccc3c(c1)OCCO3)C1c3ccccc3CCN1C2=O (stereo not drawn)	24	-4	6	9	10	0	0	-54
CN1/C(=C\C(=O)c2cccnc2)Sc2ccccc21	26	-6	0	8	13	-120	1	-239
CCN(CC)CC#CCC1(O)c2ccccc2-c2ccccc21	-1	7	2	-3	-30	1	2	10

(continued)
Every second line gives: PfGluPho inh	HKDC1 inh	Apaf-1 inh	SENP7 block	SENP6 inh	SENP1 FRET inh	SENP8 block-1	SENP8 block-2
CC(C)C(=O)Nc1c2c(nc3c1CCC3)CCCC2
→ -17	-3	7	7	-10	-1	3	16
Cc1cc2ccccc2n1CCNCc1c(C(=O)N2CCOCC2)nc2ccccn12
→ 3	-1	-9	7	-23	-10	-7	-11
CCC(=O)Nc1cc(C(C)C)c(O)cc1C
→ -11	-2	-7	-3	-6	1	3	-3
Nc1cccc(-c2nnc3n2CCCCC3)c1
→ 9	-4	-14	-6	-2	1	-1	4
CCN(CC)CCCNc1oc(-c2ccccc2[N+](=O)[O-])nc1C#N
→ 1	1	4	9	2	-8	-2	-32
Cc1ccc(OCC(=O)N2N=C(c3ccc(Cl)cc3)CC2c2ccco2)c([N+](=O)[O-])n1 (stereo not drawn)
→ 1	1	13	-4	-9	-5	-6	-10
CCc1cccc(CC)c1NC(=S)NCc1ccc2[nH]c(C)cc2c1
→ 20	-6	-11	3	-2	-18	-5	-9
Cc1nc(SCn2nnc3ccccc3c2=O)nc(C)c1C
→ 10	-2	13	-5	-22	1	-3	20
COc1ccc(CCNS(=O)(=O)c2cccc(S(=O)(=O)N3CCCC3)c2)cc1OC
→ 13	-5	x	x	x	1	x	12
COc1cc(/C=C(\NC(=O)c2ccccc2)C(=O)Nc2nccs2)ccc1OC(C)=O
→ -6	-3	8	-3	-23	-9	-7	-5
COc1ccc(C)cc1-n1nnnc1SC/C(O)=C(\C#N)c1nc2ccccc2[nH]1
→ -23	4	20	10	-13	-37	-6	-3
Cc1nn(C)c(C)c1CCC(=O)N1CCCC(Nc2ccc(C(C)C)cc2)C1 (stereo not drawn)
→ 2	2	7	-10	0	3	-5	7
CCN(CCn1cccn1)C(=O)c1cc(COc2c(F)cccc2F)on1
→ -1	-7	-8	3	-28	1	-1	9
NNC(=S)Nc1ccc(OC(F)(F)F)cc1
→ 4	-6	-5	-4	13	1	5	12
O=[N+]([O-])c1ccc(NCCc2ccccc2)c(Br)c1
→ 14	-1	20	-3	-10	-2	-8	21
COc1cccc(CSc2nnc(-c3ccncc3)n2C)c1
→ 9	-3	-15	1	2	3	-5	21
Cc1ccc(OC(C)C(=O)OCC(=O)Nc2sccc2C(N)=O)cc1 (stereo not drawn)
→ 3	-3	-3	7	-13	2	2	8
Cc1nc2ccccc2nc(C)c1=NOCc1ccc(C#N)cc1
→ 0	-8	12	-3	-15	6	-6	-13
O=C(Nc1cnn(Cc2ccc(Cl)c(Cl)c2)c1)c1nc2ncccn2n1
→ -36	-10	7	5	-6	1	-7	32
COc1ccc2oc(C)c(C(=O)c3ccc([N+](=O)[O-])cc3)c2c1
→ 67*	15	13	-11	-15	1	-7	10
O=C(COC(=O)c1ccccc1O)NNC(=O)c1ccc(Br)cc1
→ 3	-2	1	-2	6	1	9	-66
c1ccc(-c2nc3ccccc3s2)nc1
→ -1&-1	2&-3	0&-16	79*	90*	-1&4	76*	-14&-37
CCOC(=O)c1ccc(S(=O)(=O)NCCN2CCOCC2)cc1
→ -8	-9	-3	7	-6	2	-2	3
Cc1ccc(-c2nn3nnnc3c3ccccc23)cc1
→ -20	-2	5	-7	2	1	-10	9
COc1cccc(-c2nn(-c3ccccc3)cc2C(=O)Nc2nccs2)c1
→ 28	2	21	4	-13	0	-1	10
COc1ccc(C)cc1NC(=O)C(OC(=O)C1=NNC(=O)CC1)c1ccccc1 (stereo not drawn)
→ -5	-3	-5	5	-4	-3	0	7
CC(=O)Nc1ccc(S(=O)(=O)Nc2c(C)nn(-c3ccccc3)c2C)cc1
→ 8	-4	-4	16	8	-6	-5	4
CC(C)Cc1nnc(NC(=O)CCC(=O)Nc2ccccc2F)s1
→ -11	-1	-9	-12	5	-1	5	1
COc1c(C)c2c(c(O)c1C/C=C(\C)CCC(=O)O)C(=O)OC2
→ -18	-5	-1	-1	6	1	-4	9
CCOC(=O)c1cnc(SC)nc1Nc1cccc(F)c1
→ 0	9	9	12	17	2	-2	8
O=C(O)C1CCN(S(=O)(=O)N2CCOCC2)CC1
→ 2	-9	4	-7	-8	1	-5	9
Cc1csc(SCC(=O)Nc2nncs2)n1
→ -8	-5	1	-5	-28	1	-11	6
COc1cc(CC(=O)N2CCC(n3nccc3NC(=O)C3CC3)CC2)cc(OC)c1OC
→ -3	-6	-3	-2	5	1	10	-2
COc1cccc(OC)c1NC(=O)C1CCCN1C(=O)Nc1ccccc1F (stereo not drawn)
→ -6	-1	3	-3	9	1	-1	5
Cc1cc(OCC(=O)O)c2cccc(C)c2n1
→ 0	-5	-5	1	5	2	-7	-21
Cc1c(NC(=S)Nc2ccccc2)c(=O)n(-c2ccccc2)n1C
→ -5	-4	-9	-3	-5	1	-4	7
CCOCCn1c(COc2ccccc2)nc2ccccc21
→ 14	-2	14	11	-23	-1	-5	12
Cc1ccc(NC(=O)COC(=O)/C=C/c2ccc(Br)o2)cc1S(=O)(=O)N(C)C
→ -7	2	5	-3	-16	-3	-11	3
Cc1cc(C)c2nc(N3CCC(C(=O)NCC4CCCO4)CC3)sc2c1 (stereo not drawn)
→ 3	-3	-6	13	1	-1	-7	10
CCCn1nnc(NC(=O)COc2cc(C)ccc2C(C)C)n1
→ 10	1	10	-5	-16	2	-10	5
COc1ccc(NC(=O)CSc2nn3c(=O)c(C)nnc3s2)cc1
→ -1	-4	-17	-4	5	2	-5	8
Cc1ccc(C(C)C)cc1S(=O)(=O)NCc1cccnc1
→ 0	-7	3	-2	1	1	-6	13
O=C(COC(=O)c1ccc2c(c1)OCCO2)NC1CCCCC1
→ 7	-4	7	2	-13	1	-19	-1
O=C(CCCN1C(=O)/C(=C/c2cccs2)SC1=S)NNC(=O)c1ccc(F)cc1
→ -11	3	5	4	-33	17	3	29
Cc1ccc(/C=C2\SC(=O)N(CCC(=O)N3CCN(C)CC3)C2=O)cc1
→ -5	-4	8	0	-16	1	0	10

Source: PubChem BioAssay
